Source: PubChem (Sanford-Burnham Center for Chemical Genomics)
H9c2 TAG inh: triacylglycerol accumulation inhibition. H9c2 cells, Nile Red lipid (TAG) fluorescence; cells loaded with 200 µM oleic acid. AID 651582. inhibition, % at 12.5 µM. 0.66% of 230,000 active;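 active means pattern-corrected inhibition of lipid staining of at least 50% with the nuclear-stain viability signal not falling by more than 50%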;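 further: 0% = DMSO wells and 100% = triacsin C control wells; some results filed as inactive read as strong as hits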
H9c2 TAG inh DAPI viability: further read-out of H9c2 TAG inh, marked with its call; DAPI nuclei signal change (viability), lower = more cytotoxic, %;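 whole-well DAPI fluorescence read on a plate reader as a viability signal; minus 50 percent equals half of cells still viable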
* hit, by the source's call; & = joins results of further samples. Only part of the results is shown; rates above refer to the full screens.

compound | H9c2 TAG inh | H9c2 TAG inh DAPI viability
Cc1ccc(OCCSC2=NN2c2cc(C)nc(N)n2)cc1 | -2 | -1
Cc1ccsc1C(=O)C1CCCN(Cc2cccn2-c2ccccn2)C1 (stereo not given) | -23 | 8
COc1ccc(C2NCc3ccc4c(c3-n3cccc32)OCO4)cc1OC (stereo not given) | 4 | 5
CCC(=NC1CC1)c1c(O)n(-c2ccc(OC)cc2)c(=O)[nH]c1=O | -2 | 8
COC(=O)C1=C(c2ccc(OC)c(OC)c2)C[C@@H]2CC[C@H]1N2C(=O)NCc1cccc2ccccc12 | 30 | -6
COC(=O)C1=C(c2ccc3ccccc3c2)C[C@@H]2CC[C@H]1N2C(=O)N1CCCCC1 | -28 | -4
CC(CO)(CO)N=Cc1c(O)n(-c2cccc3ccccc23)c(=O)[nH]c1=O | -9 | -1
COc1ccccc1CCNCc1cc2c(cc1[N+](=O)[O-])OCO2 | -5 | -38
O=c1c2ccccc2nc(-c2ccco2)n1-c1cccnc1 | 3 | -5
CCCC(C)C1(CC)C(=O)NC(=Nc2ccc(F)cc2)NC1=O (stereo not given) | -10 | 6
CC(=NCCc1ccccc1)c1c(O)n(C)c(=O)n(C)c1=O | 4 | -1
CCOC(=O)[C@]12Cc3cc(Cl)ccc3[C@H]1N(Cc1ccccc1)C(=O)c1ccccc12 | -16 | -9
COc1ccc2c(c1)[C@]13CCCCC1C(C2)N(C)CC3 (stereo not given in full) | 5 | -17
Nc1cccc(SC2CC(=O)N(c3ccc(Cl)cc3C(=O)c3ccccc3)C2=O)c1 (stereo not given) | -8 | -9
CC1CC2CC(=O)CCC2(C)C2CCC3(C)C(O)CCC3C12 (stereo not given) | 0 | -9
O=C(Nc1ccc(Cl)cc1)N1CC1 | 7 | 2
COC(=O)Cn1cc(/C=C2\C(=O)NC(=O)N(c3ccccc3)C2=O)c2ccccc21 | -1 | 2
COC(=O)C1=C(c2ccc(OCc3ccccc3)c(F)c2)C[C@@H]2CC[C@H]1N2C | 13 | -3
COc1cc(C2SCC(=O)Nc3c2c(=O)[nH]n3C2CCCCCC2)cc(OC)c1OC (stereo not given) | 9 | 8
COC1=CC2[C@@H]3Cc4ccc(OC)c(O)c4[C@]2(CCN3C)CC1=O (stereo not given in full) | 12 | -2
COC(=O)C1=C(c2cccc(OCc3ccccc3)c2)C[C@@H]2CC[C@H]1N2C(=O)NCc1ccccc1OC | -9 | -2
C=CCNC(=S)N1Cc2ccccc2-n2nncc2C1 | 10 | 2
COC(=O)C1=C(c2cccc(OCc3ccccc3)c2)C[C@@H]2CC[C@H]1N2C(=O)NCc1ccc([N+](=O)[O-])cc1 | 13 | -2
CN1CCN(Cc2cn3cccnc3n2)CC1 | 10 | -3
Cc1ccc(S(=O)(=O)Oc2ccccc2C=C2C(=O)NC(=O)NC2=O)cc1 | -16 | 3
CCc1ccc(N2C(=O)NC(=O)/C(=C/c3cccn3CCOc3ccc(C)cc3)C2=O)cc1 | -10 | -1
COc1cccc(N2C(=O)NC(=O)/C(=C/c3ccc([N+](=O)[O-])s3)C2=O)c1 | -2 | 5
O=C1NC(=O)C(Cc2ccccc2)(Cc2ccccc2)C(=O)N1 | 7 | 5
C[C@]12CC[C@H](O)CC1=CC[C@@H]1[C@@H]2CC[C@]2(C)C(=O)CC[C@@H]12 | 14 | 2
CCCCCn1c(=O)c(C(=O)Nc2nc(CC(=O)OCC)cs2)c(O)c2ccccc21 | -3 | 0
CCC(=O)c1cn(Cc2ccccc2)c2ccccc12 | -13 | 1
c1ccc2c(N3CCNCC3)cccc2c1 | 12 | -6
CC(N)Cc1c[nH]c2ccc(O)cc12 (stereo not given) | 10 | 7
Nc1ccc2cc(Br)ccc2c1 | 17 | -2
COc1cccc(-n2c(=S)[nH]c3ccccc3c2=O)c1 | -11 | 4
O=C1NC(=O)C(Nc2ccc(Cl)c(Cl)c2)C(=O)N1 | -14 | -9
CC1CCC[C@H](O)CCCCCc2cc(O)cc(O)c2C(=O)O1 (stereo not given in full) | 6 | 9
COC(=O)C1=C(c2ccccc2)C[C@@H]2CC[C@H]1N2C(=O)N1CCOCC1 | -2 | 1
CC12CCC3C(CC=C4CC(O)CCC43C)C1CC(=CN1CCOCC1)C2=O (stereo not given) | -5 | 0
CC(=O)Nc1ccc(S(=O)(=O)N2Cc3ccccc3-n3nncc3C2)cc1 | -23 | 5
Cc1nc2ccc(Br)cc2c(=O)n1-c1ccc([N+](=O)[O-])c(C(F)(F)F)c1 | 5 | -7
CCCCCSc1cc(OC)c(CCN(C)C)cc1OC | 16 | 31
O=C(Nc1ccccc1)c1c(O)c2c(n(Cc3ccco3)c1=O)CCCC2 | 9 | 10
COc1ccc(OCC(=O)N2CCCC(N3CCN(c4ccccc4C)CC3)C2)cc1 (stereo not given) | 6 | -1
COc1ccc(C(=O)Nc2cccc(S(=O)(=O)NCc3ccco3)c2)cc1 | -6 | 3

Random excerpt: seven entries already listed, in no set order.
compound | H9c2 TAG inh | H9c2 TAG inh DAPI viability
COc1ccc(OCC(=O)N2CCCC(N3CCN(c4ccccc4C)CC3)C2)cc1 (stereo not given) | 6 | -1
COC(=O)C1=C(c2cccc(OCc3ccccc3)c2)C[C@@H]2CC[C@H]1N2C(=O)NCc1ccc([N+](=O)[O-])cc1 | 13 | -2
CCCCCSc1cc(OC)c(CCN(C)C)cc1OC | 16 | 31
CCCCCn1c(=O)c(C(=O)Nc2nc(CC(=O)OCC)cs2)c(O)c2ccccc21 | -3 | 0
COC1=CC2[C@@H]3Cc4ccc(OC)c(O)c4[C@]2(CCN3C)CC1=O (stereo not given in full) | 12 | -2
O=C(Nc1ccccc1)c1c(O)c2c(n(Cc3ccco3)c1=O)CCCC2 | 9 | 10
COC(=O)C1=C(c2ccccc2)C[C@@H]2CC[C@H]1N2C(=O)N1CCOCC1 | -2 | 1

Full records, looked up by structure.
Entry for `O=C(Nc1ccccc1)c1c(O)c2c(n(Cc3ccco3)c1=O)CCCC2` → H9c2 TAG inh: 9; H9c2 TAG inh DAPI viability: 10
Entry for `COC(=O)C1=C(c2ccccc2)C[C@@H]2CC[C@H]1N2C(=O)N1CCOCC1` → H9c2 TAG inh: -2; H9c2 TAG inh DAPI viability: 1

Remaining list, next part.
compound | H9c2 TAG inh | H9c2 TAG inh DAPI viability
S=P(NCCSCc1ccccc1)(N1CC1)N1CC1 | 9 | 2
CC1NC(=O)NC(=O)C1Br (stereo not given) | -6 | 5
Cc1ccc(CN2C3CCCC2CC(NC(=O)Nc2cccc(F)c2)C3)cc1 (stereo not given) | 8 | 20
COC(=O)c1c(C)[nH]c(C(=O)C(C)[N+]23CCN(CC2)CC3)c1C (stereo not given) | -3 | 2
CN(C(=O)c1ccco1)C1(c2ccccc2Cl)CCCCC1=O (stereo not given) | -6 | 8
O=c1c2ccccc2nc(-c2cccs2)n1-c1ccccc1 | 3 | -11
CCCCn1c(N)c(C(=O)OCCOC)c2nc3ccccc3nc21 | 1 | 16
CN1CCN(Cc2ccc3ccccc3c2)CC1 | 2 | 10
CN1C(=O)C(Cc2nc3ccccc3c(=O)n2-c2ccccc2)c2ccccc21 (stereo not given) | 1 | -1
COC(=O)C1=C(c2ccccc2OCc2ccccc2)C[C@@H]2CC[C@H]1N2C(=O)NCc1ccccc1 | 3 | -6
CC(=NCc1ccc2c(c1)OCO2)c1c(O)n(C)c(=O)n(C)c1=O | -46 | -15
CN1CCN(c2nccc3c2ncn3C)CC1 | 0 | 3
C[C@H](O)[C@H]1CC[C@H]2[C@@H]3CCC4=CC(=O)CC[C@]4(C)[C@H]3CC[C@]12C | -5 | 0
CC(C)OP(=O)(O)NC(=O)c1ccccc1 | 2 | 5
O=C(COc1ccc(Br)cc1)N1CCN(Cc2c[nH]c3ccccc23)CC1 | 4 | 12
COC(=O)[C@H]1C[C@@H]1[C@H](NP(=O)(c1ccccc1)c1ccccc1)c1ccccc1 | -10 | 2
COc1cccc(C(=O)C2CCCN(Cc3cccc(C)n3)C2)c1 (stereo not given) | 9 | -8
NC(=O)C1CCN(/C=C2\C(=O)NC(=O)N(Cc3ccco3)C2=O)CC1 | 8 | -2
C1CCCN(C2CCNCC2)CC1 | 10 | -4
COc1cccc(C(=O)N2CCC3(CC2)OCCO3)c1 | -4 | 6
O=P(O)(Oc1ccccc1)c1ccccc1 | -2 | -3
O=C1NC(=O)N(Cc2ccccc2)C(=O)/C1=C\c1ccco1 | -10 | 5
CCC(C)n1c(O)c(C=NCc2cccnc2)c(=O)[nH]c1=S (stereo not given) | -10 | -3
CC12CCC3C(CC=C4CC5(CCC43C)OCCO5)C1CCC2=O (stereo not given) | -1 | 5
CCC1(CCc2ccncc2)C(=O)NC(=O)NC1=O | -3 | 3
CCOC(=O)c1c(C)n(Cc2ccc3c(c2)OCO3)c2ccc(O)cc12 | -239 | 0
CCn1c(O)c(C=Nc2ccc(N3CCOCC3)cc2)c(=O)n(CC)c1=S | 12 | -10
C/C(=N\N(C)c1ccccc1)c1c(O)[nH]c(=O)[nH]c1=O | 1 | 1
c1ccc(P(c2ccccn2)c2ccccn2)cc1 | 3 | 1
O=C(Cc1ccccc1)OCCN1CCOCC1 | 0 | -3
CNCCCc1ccccc1 | 4 | -7
COC(=O)c1c(C)[nH]c(C(=O)C(Cc2ccccc2)N(C)C)c1C (stereo not given) | -15 | -7
O=C(c1ccc2c(c1)ncn2-c1ccc(F)cc1F)N1CCC2(CC1)OCCO2 | -3 | -14
O=C1/C(=C/c2ccccc2Cl)N2CCC1CC2 | 4 | -2
CC[C@@H](CO)NC(=O)[C@@H]1C=C2c3cccc4c3c(cn4C)C[C@H]2N(C)C1 | 0&-9 | 4&7
CC(C)N1OC2CC1c1nc3ccccc3n1C2 (stereo not given) | -3 | 0
C[C@]12CC[C@@H](O)C[C@@H]1CC[C@@H]1[C@@H]2CC[C@]2(C)C(=O)CC[C@@H]12 | -12 | 5
CN1CCc2nc(SCC(=O)OC(C)(C)C)c(C#N)cc2C1 | 15 | -1
CS(=O)(=O)NNP(=O)(NNS(C)(=O)=O)NC(=O)c1ccc(Br)cc1 | 1 | 1
COc1ccccc1NC1=NCCS1 | -2 | 5
O=c1[nH]c(=O)n(-c2ccc(Cl)cc2)c(O)c1C=NCCN1CCCCC1 | -4 | 7
N#CC(C#N)=Cc1ccc(O)c(O)c1 | 10 | -11
Cc1cccc(C)c1OC(=O)Cc1ccccc1 | 8 | -13
COc1ccc(C2CN(C)CC2C(=O)c2ccc(F)cc2)cc1Cl (stereo not given) | 1 | 2
C=CCN1C[C@@H](C)N(C(c2ccc(C(=O)N(CC)CC)cc2)c2cccc(OC)c2)C[C@@H]1C (stereo not given in full) | 10 | -2
COC(=O)C1=C(c2ccc(Cl)c(C(F)(F)F)c2)C[C@@H]2CC[C@H]1N2C(=O)NCc1cc(C)oc1C(F)(F)F | 6 | -11
N#CC1(c2ccccc2)CCN(C2CC(=O)N(c3cccc(F)c3)C2=O)CC1 (stereo not given) | 3 | -5
CCOP(=O)(OCC)C(O)c1ccc(N(C)C)cc1 (stereo not given) | -8 | 4
Cc1ccc(-n2c(O)c(C=NC3CCCCC3N)c(=O)[nH]c2=O)cc1C (stereo not given) | 10 | 0
O=c1[nH]c(=O)n(Cc2ccccc2)c(O)c1/C=C1\C=Nc2ccccc21 | -6 | 4
O=C(O)c1ccc(N=Cc2c(O)n(Cc3ccc(F)cc3)c(=O)[nH]c2=O)cc1 | -4 | 4
CCN(CC)S(=O)(=O)N1CCC(C(=O)N2CCC3(CC2)OCCO3)CC1 | -5 | 6
CC[C@@H](O)C[C@H]1CCC[C@@]2(C[C@@H]3OC(=O)/C=C/[C@@](C)(O)[C@@H](O)[C@H](C)[C@@H](O)[C@H](OC4CCC(N(C)C)C(C)O4)[C@@H](O)[C@](C)(O)CCCCC/C=C/[C@@H]4CC(C)(C)O[C@@]4(O)C[C@H](O2)[C@H]3C)O1 (stereo not given in full) | 58* | -34*
CC1([N+](=O)[O-])COP(=O)(Nc2ccc(F)cc2)OC1 (stereo not given) | -18 | 11
COc1ccc(-c2cc(=NCCCCCC(=O)O)c3cc(C)ccc3o2)cc1 | -5&-9 | 139&141
COc1cc(CN2CCCC(C(=O)c3sccc3C)C2)cc(Cl)c1O (stereo not given) | -13 | -1
CCCC[N+]1(C)[C@@H]2CC(OC(=O)[C@H](CO)c3ccccc3)C[C@H]1[C@@H]1O[C@@H]12 (stereo not given in full) | 2 | -2
CC1C=CCCC12C(=O)NC(=O)NC2=O (stereo not given) | 9 | -1
CC(=O)N1N=C2C3CCN(CC3)C2C1c1ccc(C)cc1 (stereo not given) | -11 | 6
C=CCN1CC[C@]23c4c5ccc(O)c4OC2C(=O)CC[C@@]3(O)C1C5 (stereo not given in full) | -11 | 6

Other results
compound | H9c2 TAG inh | H9c2 TAG inh DAPI viability
CCOc1ccc2nc(N=Nc3c(O)[nH]c(=O)[nH]c3=O)sc2c1 | -1 | 0
Cc1cc(C(=O)CN2CCCC2)c(C)n1-c1ccc(F)cc1 | 2 | -1
O=C1NC(=S)N(c2ccccc2)C(=O)C1C(c1ccncc1)C1C(=O)NC(=S)N(c2ccccc2)C1=O (stereo not given) | 8 | 4
CN1CCN(c2c(F)cc([N+](=O)[O-])c(N)c2Br)CC1 | -2 | -7
CSc1nc(Cl)c(Br)c(N2CC2)n1 | 19 | 8
CCOC(=O)C(O)(c1ccc(N)c(OC)c1)C(F)(F)F (stereo not given) | -7 | 7
COC(=O)CC1(CC(=O)OC)C(=O)NC(=O)NC1=O | 11 | 1
CCOP(=O)(OCC)C(CC)N1CCOCC1 (stereo not given) | 6 | 0
Fc1ccc(NC2=NCCS2)cc1Cl | -6 | -5
CN1CCN(c2ccc([N+](=O)[O-])cc2Cl)CC1 | -3 | 4
CCOc1ccc(N=Cc2c(O)n(-c3cc(C)cc(C)c3)c(=O)[nH]c2=O)cc1 | -1 | -3
CCC(=O)c1ccc(OCC(=O)N2CCN(CC(=O)Nc3ccc(C)cc3)CC2)cc1 | -26 | -7
O=C1NC(=O)N(c2ccccc2)C(=O)/C1=C\c1ccccc1[N+](=O)[O-] | 8 | 2
CC1C(=O)OC2CCN3CC4OC4(COC(=O)C(C)(O)C1(C)O)C23 (stereo not given) | -12 | 2
CCCCC(=O)N/N=C/c1c(O)n(CCC2=CCCCC2)c(=O)[nH]c1=O | -3 | 5
